Bioassay records as filed in PubChem.
LAP4 TOR yeast: alters LAP4-GFP fluorescence in TOR pathway yeast screen. S. cerevisiae LAP4-GFP multiplex, flow cytometry GFP, 3 h; median GFP as percent of DMSO wells. GFP response vs DMSO, % at 10 µM. hit rate 0.34% among 320,000. AID 2023;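 active = GFP response vs DMSO above a set limit, about the screen mean plus 3 SD, cut at about 150% in these data; inconclusive = under 70 cell events counted for the yeast strain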
GRK2 inh: human GRK2 inhibition via aptamer displacement | P25098 | bead flow cytometry, FAM-aptamer displacement from GRK2 | inhibition of aptamer binding, % at 10 µM | hit rate 0.59% among 330,000;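 active = inhibition of aptamer binding above 40%, roughly 3 SD of noise, on plates passing a quality check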;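 note: median bead fluorescence of bound FAM aptamer so fluorescent compounds give negative values; no value below 0 was filed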
Target sequence (P25098 whole entry, looked up): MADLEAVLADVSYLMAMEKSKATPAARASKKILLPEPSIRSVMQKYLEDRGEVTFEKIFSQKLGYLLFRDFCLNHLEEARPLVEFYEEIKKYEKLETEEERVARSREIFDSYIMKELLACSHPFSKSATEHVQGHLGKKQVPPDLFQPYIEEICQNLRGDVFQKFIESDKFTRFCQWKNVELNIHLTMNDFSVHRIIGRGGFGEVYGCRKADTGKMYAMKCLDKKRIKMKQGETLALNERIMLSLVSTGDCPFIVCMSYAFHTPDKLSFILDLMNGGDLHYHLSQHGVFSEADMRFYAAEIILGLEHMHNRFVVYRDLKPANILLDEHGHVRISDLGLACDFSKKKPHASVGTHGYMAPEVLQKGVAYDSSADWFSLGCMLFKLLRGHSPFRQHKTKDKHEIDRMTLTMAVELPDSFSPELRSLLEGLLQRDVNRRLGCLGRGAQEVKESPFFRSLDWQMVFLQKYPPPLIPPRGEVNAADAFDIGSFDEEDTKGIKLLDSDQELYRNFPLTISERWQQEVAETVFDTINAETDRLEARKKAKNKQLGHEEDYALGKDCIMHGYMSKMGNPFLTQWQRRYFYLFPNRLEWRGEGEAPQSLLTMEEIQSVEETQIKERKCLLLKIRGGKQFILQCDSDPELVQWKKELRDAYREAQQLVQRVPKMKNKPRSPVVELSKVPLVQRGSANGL
CR mimetic SO: caloric restriction mimetics inhibiting age-related superoxide in yeast | S. cerevisiae aged cells, superoxide DHE fluorescence; stronger effect = lower value | hit rate 0.18% among 330,000 | AID 2690 | superoxide response (% of plate mean), % at 10 µM;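 active = superoxide response under a set limit, about three screen SD below normal, cut at about 65% in these data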;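 note: yeast aged for seven days with compound at 30 °C before DHE staining; 100% = average MFI of all compound-treated wells on the plate with controls excluded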
RPL19A-GFP yeast: yeast TOR pathway RPL19A-GFP modulation | S. cerevisiae RPL19A-GFP strain, flow cytometry, 3 h; stronger effect = lower value | percent response vs DMSO, % at 10 µM | hit rate 0.3% among 330,000 | AID 2025;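 active = percent response vs DMSO below 50%; inconclusive = fewer than 70 events counted for the yeast strain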;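 note: median channel GFP fluorescence of the barcoded RPL19A-GFP strain; ratio of sample median GFP to plate DMSO average so 100% = DMSO; lower means less RPL19A-GFP as with rapamycin TOR inhibition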
MEP2 TOR yeast: yeast TOR pathway MEP2-GFP modulation; S. cerevisiae MEP2-GFP strain, flow cytometry GFP, 3 h; 100% = DMSO control level; GFP response vs DMSO, % at 10 µM; hit rate 0.51% among 330,000; AID 2016;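 active = GFP response versus DMSO above a set limit, roughly screen mean plus 3 SD, cut at about 180% in these data; inconclusive = fewer than 70 cells counted for a yeast strain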;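 note: median GFP fluorescence of the barcode-gated MEP2-GFP cells per well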
CIT2 TOR yeast: yeast TOR pathway CIT2-GFP modulation. S. cerevisiae CIT2-GFP strain, flow cytometry, 3 h; 100 means same as DMSO wells. hit rate 0.065% among 320,000. GFP response vs DMSO, % at 10 µM;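 active = GFP response relative to DMSO above a set limit, near the screen mean plus 3 SD, cut at about 150% in these data; inconclusive = Fewer than 70 cells measured for a yeast strain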;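 note: ratio of well median GFP fluorescence to mean of DMSO wells on the plate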
VLA-4 inh: inhibition in a human VLA-4 binding assay; P13612; VLA-4 expressing cells, ligand binding flow cytometry; inhibition, % (about 7 µM as worked out from the volumes in the protocol); hit rate 0.2% among 330,000; AID 2557; in the data active = inhibition above about 50%
AGP1-GFP MLPCN: yeast TOR pathway AGP1-GFP modulation. S. cerevisiae AGP1-GFP multiplex flow cytometry, 3 h; GFP as percent of DMSO wells. GFP response vs DMSO, % at 10 µM. hit rate 0.02% among 320,000. AID 2066;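 active = GFP response relative to DMSO above a set limit, near screen average plus 3 SD, cut at about 150% in these data; inconclusive = fewer than 70 cells counted for the yeast strain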;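 note: median GFP channel fluorescence of the gated AGP1 strain per well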
Starred values were filed as active, the others as inactive; [ ] = remark or other dose.

Screening O=C1C=C(Nc2ccccc2)C(=O)c2ccccc21 returned LAP4 TOR yeast 121, GRK2 inh 0, CR mimetic SO 169, RPL19A-GFP yeast 103, MEP2 TOR yeast 104, CIT2 TOR yeast 101, VLA-4 inh -3 and AGP1-GFP MLPCN 100.
Cc1cc(C(=O)Nc2ccc([N+](=O)[O-])cn2)cs1 was read as LAP4 TOR yeast 83, GRK2 inh 0, CR mimetic SO 90, RPL19A-GFP yeast 103, MEP2 TOR yeast 95, CIT2 TOR yeast 101, VLA-4 inh 4 and AGP1-GFP MLPCN 97.
COc1cc2c(cc1OC)/C(=C/c1ccc(Br)cc1)C(=O)OC2 was read as LAP4 TOR yeast 102, GRK2 inh 0, CR mimetic SO 71, RPL19A-GFP yeast 92, MEP2 TOR yeast 105, CIT2 TOR yeast 93, VLA-4 inh -5 and AGP1-GFP MLPCN 88.
For O=C(c1nn(Cc2ccccc2)c(=O)c2ccccc12)N1CCc2ccccc2C1 the results were LAP4 TOR yeast 100, GRK2 inh 3, CR mimetic SO 92, RPL19A-GFP yeast 100, MEP2 TOR yeast 102, CIT2 TOR yeast 104, VLA-4 inh 3 and AGP1-GFP MLPCN 105.
Screening OCC1(Cc2ccccc2)CCCN(Cc2cnn(-c3ccccc3)c2)C1 (stereo not drawn) returned LAP4 TOR yeast 101, GRK2 inh 0, CR mimetic SO 110, RPL19A-GFP yeast 96, MEP2 TOR yeast 98, CIT2 TOR yeast 106, VLA-4 inh 11 and AGP1-GFP MLPCN 105.
For O=C(Cn1nnc(-c2ccc(Cl)cc2)n1)NC1CC2CCC1C2 (stereo not drawn) the results were LAP4 TOR yeast 99, GRK2 inh 0, CR mimetic SO 139, RPL19A-GFP yeast 101, MEP2 TOR yeast 104, CIT2 TOR yeast 97, VLA-4 inh 0 and AGP1-GFP MLPCN 91.
For Cc1ccc(C)n1-c1ccc2c(c1)COC2=O the results were LAP4 TOR yeast 103, GRK2 inh 2, CR mimetic SO 88, RPL19A-GFP yeast 100, MEP2 TOR yeast 99, CIT2 TOR yeast 94, VLA-4 inh -17 and AGP1-GFP MLPCN 100.
Screening CC(=O)Nc1cccc(NC(=O)c2ccc(C(=O)Nc3cccc(NC(C)=O)c3)nc2)c1 returned LAP4 TOR yeast 89, GRK2 inh 0, CR mimetic SO 92, RPL19A-GFP yeast 107, MEP2 TOR yeast 105, CIT2 TOR yeast 103, VLA-4 inh 4 and AGP1-GFP MLPCN 104.
`COc1ccc(-n2c(O)c(/C=N/NS(=O)(=O)c3cccc([N+](=O)[O-])c3)c3ccccc3c2=O)cc1OC` gave LAP4 TOR yeast 99, GRK2 inh 2, CR mimetic SO 106, RPL19A-GFP yeast 110, MEP2 TOR yeast 110, CIT2 TOR yeast 108, VLA-4 inh -7 and AGP1-GFP MLPCN 108.
For Cn1c(C(=O)OC(C(=O)NC2CCCCC2)c2ccccn2)cc2sccc21 (stereo not drawn) the results were LAP4 TOR yeast 96, GRK2 inh 0, CR mimetic SO 90, RPL19A-GFP yeast 95, MEP2 TOR yeast 94, CIT2 TOR yeast 86, VLA-4 inh 2 and AGP1-GFP MLPCN 99.
Cc1nn(-c2ccccc2)c2nc(-c3ccco3)cc(C(=O)O)c12 was read as LAP4 TOR yeast 100, GRK2 inh 7, CR mimetic SO 106, RPL19A-GFP yeast 98, MEP2 TOR yeast 95, CIT2 TOR yeast 100, VLA-4 inh -9 and AGP1-GFP MLPCN 97.
Screening O=C(CCc1nc2ccccc2c(=O)[nH]1)OCC(=O)c1cccc(Cl)c1 returned LAP4 TOR yeast 110, GRK2 inh 0, CR mimetic SO 90, RPL19A-GFP yeast 115, MEP2 TOR yeast 103, CIT2 TOR yeast 115, VLA-4 inh -9 and AGP1-GFP MLPCN 117.
For Cc1ccc(Sc2ncccc2C(=O)NCc2cc([N+](=O)[O-])ccc2O)c(C)c1 the results were LAP4 TOR yeast 103, GRK2 inh 0, CR mimetic SO 96, RPL19A-GFP yeast 105, MEP2 TOR yeast 100, CIT2 TOR yeast 102, VLA-4 inh 20 and AGP1-GFP MLPCN 105.
Screening O=C(Nc1ccc(C2=CN(Cc3ccccc3)CCC2=O)cc1)OCc1ccccc1 returned LAP4 TOR yeast 93, GRK2 inh 2, CR mimetic SO 85, RPL19A-GFP yeast 101, MEP2 TOR yeast 98, CIT2 TOR yeast 108, VLA-4 inh 14 and AGP1-GFP MLPCN 101.
`COC(=O)Nc1ccc(S(=O)(=O)N2CCCC(C(=O)N3CCOCC3)C2)cc1` (stereo not drawn) gave LAP4 TOR yeast 107, GRK2 inh 0, CR mimetic SO 90, RPL19A-GFP yeast 100, MEP2 TOR yeast 104, CIT2 TOR yeast 111, VLA-4 inh 3 and AGP1-GFP MLPCN 104.
Screening Cc1cccc(NC(=O)C2CC3CCC2C3)c1C (stereo not drawn) returned LAP4 TOR yeast 105, GRK2 inh 0, CR mimetic SO 106, RPL19A-GFP yeast 96, MEP2 TOR yeast 101, CIT2 TOR yeast 96, VLA-4 inh 14 and AGP1-GFP MLPCN 101.
For CCCc1nc2c(ccc3ccccc32)cc1CC the results were LAP4 TOR yeast 88, GRK2 inh 0, CR mimetic SO 98, RPL19A-GFP yeast 102, MEP2 TOR yeast 103, CIT2 TOR yeast 98, VLA-4 inh -9 and AGP1-GFP MLPCN 95.
Cc1cccc(NC(=O)c2nc[nH]c2C(=O)N[C@@H](C)C(=O)OC(C)(C)C)c1 was read as LAP4 TOR yeast 160*, GRK2 inh 0, CR mimetic SO 91, RPL19A-GFP yeast 97, MEP2 TOR yeast 90, CIT2 TOR yeast 77, VLA-4 inh -22 and AGP1-GFP MLPCN 78.
Cc1ccccc1-n1c(=O)c2ccccc2n2c(=O)[nH]nc12 was read as LAP4 TOR yeast 92, GRK2 inh 0, CR mimetic SO 93, RPL19A-GFP yeast 99, MEP2 TOR yeast 109, CIT2 TOR yeast 107, VLA-4 inh -4 and AGP1-GFP MLPCN 99.
Cc1ccc(C2=NCN(c3ccc(C(=O)O)cc3)C(=S)N2)cc1 was read as LAP4 TOR yeast 101, GRK2 inh 6, CR mimetic SO 123, RPL19A-GFP yeast 99, MEP2 TOR yeast 103, CIT2 TOR yeast 100, VLA-4 inh 14 and AGP1-GFP MLPCN 106.
Screening COCCN1Cc2cccc(C(=O)NCCCN3CCCC3=O)c2C1=O returned LAP4 TOR yeast 103, GRK2 inh 2, CR mimetic SO 106, RPL19A-GFP yeast 104, MEP2 TOR yeast 111, CIT2 TOR yeast 102, VLA-4 inh 6 and AGP1-GFP MLPCN 106.
Screening O=C(CSc1nnc(-c2ccc(F)cc2)o1)NC1CCCCC1 returned LAP4 TOR yeast 104, GRK2 inh 1, CR mimetic SO 93, RPL19A-GFP yeast 107, MEP2 TOR yeast 112, CIT2 TOR yeast 104, VLA-4 inh 4 and AGP1-GFP MLPCN 124.
COc1ccc(S(=O)(=O)N2CCOCC2)cc1Cl was read as LAP4 TOR yeast 94[may fluoresce violet], GRK2 inh 0, CR mimetic SO 98, RPL19A-GFP yeast 54[may fluoresce violet], MEP2 TOR yeast 299*[may fluoresce violet], CIT2 TOR yeast inconclusive, VLA-4 inh -11 and AGP1-GFP MLPCN 24[may fluoresce violet].
`COc1ccc(N2CCN(C(c3cccs3)C(C)NS(=O)(=O)c3ccccc3)CC2)cc1` (stereo not drawn) gave LAP4 TOR yeast 107, GRK2 inh 5, CR mimetic SO 78, RPL19A-GFP yeast 104, MEP2 TOR yeast 104, CIT2 TOR yeast 107, VLA-4 inh -4 and AGP1-GFP MLPCN 106.
`CCOC(=O)c1ccc(Nc2cc(C)nc(C)c2C(=O)OCC)cc1` gave LAP4 TOR yeast 103, GRK2 inh 1, CR mimetic SO 112, RPL19A-GFP yeast 99, MEP2 TOR yeast 103, CIT2 TOR yeast 104, VLA-4 inh 17 and AGP1-GFP MLPCN 106.
CCOc1ccc(Nc2nc3ccccc3c(=O)s2)cc1 was read as LAP4 TOR yeast 102, GRK2 inh 0, CR mimetic SO 96, RPL19A-GFP yeast 102, MEP2 TOR yeast 100, CIT2 TOR yeast 104, VLA-4 inh 2 and AGP1-GFP MLPCN 105.
For Cc1cc(=O)n2nc(N3CCCC(C(=O)NCCc4ccc(Cl)cc4)C3)sc2n1 (stereo not drawn) the results were LAP4 TOR yeast 108, GRK2 inh 0, CR mimetic SO 112, RPL19A-GFP yeast 102, MEP2 TOR yeast 100, CIT2 TOR yeast 101, VLA-4 inh 8 and AGP1-GFP MLPCN 111.
CC1CCCN(CCCNC(=O)c2nn(C)c3c2CS(=O)(=O)c2ccccc2-3)C1 (stereo not drawn) was read as LAP4 TOR yeast 92, GRK2 inh 0, CR mimetic SO 94, RPL19A-GFP yeast 97, MEP2 TOR yeast 103, CIT2 TOR yeast 104, VLA-4 inh -10 and AGP1-GFP MLPCN 84.
For O=C(O)CSCCOc1ccc(OCCSCC(=O)O)cc1 the results were LAP4 TOR yeast 104, GRK2 inh 0, CR mimetic SO 93, RPL19A-GFP yeast 97, MEP2 TOR yeast 87, CIT2 TOR yeast 84, VLA-4 inh 3 and AGP1-GFP MLPCN 121.
`Cc1ccc(Nc2nc(Cl)nc(N(C)C#N)n2)cc1` gave LAP4 TOR yeast 93, GRK2 inh 2, CR mimetic SO 96, RPL19A-GFP yeast 94, MEP2 TOR yeast 96, CIT2 TOR yeast 86, VLA-4 inh 3 and AGP1-GFP MLPCN 86.
For Cc1ccccc1C(=O)NNC(=O)CSc1nnc(C)n1-c1ccccc1 the results were LAP4 TOR yeast 93, GRK2 inh 0, CR mimetic SO 117, RPL19A-GFP yeast 105, MEP2 TOR yeast 102, CIT2 TOR yeast 106, VLA-4 inh 9 and AGP1-GFP MLPCN 106.
Cn1cc(Br)c(C(=O)Nc2sc3c(c2C(N)=O)CCCC3)n1 was read as LAP4 TOR yeast 96, GRK2 inh 2, CR mimetic SO 93, RPL19A-GFP yeast 106, MEP2 TOR yeast 103, CIT2 TOR yeast 107, VLA-4 inh 0 and AGP1-GFP MLPCN 97.
`Cc1ccc(C)c(NC(=O)CCn2cnnn2)c1` gave LAP4 TOR yeast 114, GRK2 inh 2, CR mimetic SO 117, RPL19A-GFP yeast 112, MEP2 TOR yeast 103, CIT2 TOR yeast 103, VLA-4 inh -2 and AGP1-GFP MLPCN 105.
Screening COc1cccc(N2C(=NC(=O)C3CCCCC3)SC3CS(=O)(=O)CC32)c1 (stereo not drawn) returned LAP4 TOR yeast 95, GRK2 inh 0, CR mimetic SO 112, RPL19A-GFP yeast 104, MEP2 TOR yeast 95, CIT2 TOR yeast 105, VLA-4 inh 4 and AGP1-GFP MLPCN 103.
Fc1ccc2[nH]c3c(N4CCc5ccccc5C4)ncnc3c2c1 was read as LAP4 TOR yeast 110, GRK2 inh 0, CR mimetic SO 95, RPL19A-GFP yeast 87, MEP2 TOR yeast 100, CIT2 TOR yeast 97, VLA-4 inh 8 and AGP1-GFP MLPCN 77.
For Clc1c(-c2ccccc2)nnn1-c1ccccc1 the results were LAP4 TOR yeast 94, GRK2 inh 0, CR mimetic SO 99, RPL19A-GFP yeast 98, MEP2 TOR yeast 103, CIT2 TOR yeast 94, VLA-4 inh 3 and AGP1-GFP MLPCN 89.

Reprinted from above (2 entries):
Fc1ccc2[nH]c3c(N4CCc5ccccc5C4)ncnc3c2c1 was read as LAP4 TOR yeast 110, GRK2 inh 0, CR mimetic SO 95, RPL19A-GFP yeast 87, MEP2 TOR yeast 100, CIT2 TOR yeast 97, VLA-4 inh 8 and AGP1-GFP MLPCN 77.
For Clc1c(-c2ccccc2)nnn1-c1ccccc1 the results were LAP4 TOR yeast 94, GRK2 inh 0, CR mimetic SO 99, RPL19A-GFP yeast 98, MEP2 TOR yeast 103, CIT2 TOR yeast 94, VLA-4 inh 3 and AGP1-GFP MLPCN 89.
